# M17LAP inhibition = P. falciparum M17LAP inhibitors, primary screen, biochemical, fluorogenic H-Leu-NHMec substrate, 1536-well (AID 1619); recombinant M17LAP, H-Leu-NHMec fluorogenic kinetic assay; higher % means a stronger effect; inhibition, % at 30 µM; hits with a dose series show IC50 in µM; actives 0.38% (n = 220,000);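 active = compound inhibiting the enzyme by more than half at any dose during confirmatory dose-response retesting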;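 note: plate controls were full reaction with DMSO carrier for no effect and no enzyme background for full effect; strong numbers were not always called active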
# Lipid droplet = inhibitors of hepatocyte lipid droplet formation, primary screen, imaging, high-throughput imaging, BODIPY stain. AML12 mouse hepatocytes, oleate lipid droplets. actives 0.4% (n = 240,000). inhibition, % at 6.5 µM;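 active = lipid droplet intensity inhibited by at least 50%, with more than 500 cells counted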
#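 Assay system: AML12 mouse liver cells | Compound dosing: One dose, 6.5 µM compound | Read-out basis: Droplet intensity reduction, % inhibition | Measured by: Fluorescence imaging, 20x objective, two fields per well | Schedule: Overnight treatment with compound plus oleate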
# Autophagy HCS = autophagy modulators in MEF cells, primary screen, imaging, high-content, MEF GFP-LC3; MEF GFP-LC3 puncta imaging; test concentration mostly 10 µM; calls only at 10 µM (by protocol); actives 0.98% (n = 190,000);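 active = percentage of spot-positive cells more than 3 SD above its plate mean, without a fluorescence outlier flag or 80% toxicity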;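 note: spot-positive cell cutoff set from DMSO-treated cells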
# Dynein cargo inh = inhibitors of GR-EGFP nuclear translocation, primary screen, dynein cargo transport inhibitor project, imaging, high-content, 3617.4 mouse cells; actives 0.47% (n = 220,000); z-score, hits read low; test concentration mostly 20 µM; stimulated with dexamethasone, 1 µM; active compounds read low; AID 1381, 2008;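 active = plate z-score of nuclear minus cytoplasmic receptor signal below a set negative limit, without overly bright fluorescence or cell loss, cut at about -3.5 in these data, passing the limit was not always enough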;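 note: z-score of nuclear minus cytoplasmic ring GR-EGFP intensity difference per well; some compounds called inactive have numbers as strong as hits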
#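 Buffer or medium: Induction medium lacking tetracycline, stripped serum | Also added: Dexamethasone agonist, 1.0 µM final, for 30 min | Timing: 48 h induction, 1 h compound, 30 min dex at 37 °C | Detection: Formaldehyde fixation, Hoechst nuclear stain, 10x automated fluorescence imaging | Measure: Nuclear versus cytoplasmic GR-EGFP signal, averaged per well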
# Insulin prom up = insulin promoter activators in MIN6 cells, imaging, high-content screening, mouse beta cells; z-score at 5 µM; actives 0.3% (n = 190,000); MIN6 insulin promoter-GFP reporter; active compounds read high;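 active = z-score above 3 at 5 µM with at least 500 cells counted in the well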
# Yfh1-off respiration = enhancers of respiration in Yfh1-depleted yeast, dose response, Friedreich's ataxia, plus single-dose screen (AID 1465). S. cerevisiae Yfh1-off respiration, WST-1 reduction, 72 h; higher fold induction means a stronger effect. fold induction at 50 µM; hits with a dose series show EC50 in µM. actives 0.074% (n = 220,000);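 active = fold induction of absorbance versus untreated yeast above a set limit, then at least 30% activation at any dose in follow-up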;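 note: activators that raise dye reduction in frataxin-depleted yeast; strong numbers were not always called active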
# M1AAP inhibition = P. falciparum M1AAP inhibitors, biochemical, fluorogenic H-Leu-NHMec substrate, 1536-well (AID 1445); Aminopeptidase N (Plasmodium falciparum (isolate 3D7)); recombinant M1AAP, H-Leu-NHMec fluorogenic kinetic assay; higher % means a stronger effect; inhibition, % at 30 µM, or IC50 in µM where a hit was titrated; actives 0.42% (n = 220,000);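 active = primary inhibition above the hit cutoff, then over 50% inhibition at one or more dose response concentrations, cut at about 23% in these data, passing the limit was not always enough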;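 note: plate controls were DMSO full reaction for no effect and no enzyme background for full effect; strong numbers were not always called active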
# ER stress rescue = rescue of cells from ER stress-induced death, primary screen, 384-well, CSM14.1, thapsigargin, ATP luminescence (AID 1222); CSM14.1 thapsigargin-induced death rescue, ATP luminescence; higher % means a stronger effect; cellular ATP content (survival), % at 20 µM, or EC50 in µM where a hit was titrated; 190,000 tested, under 10 active;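 active = EC50 below 50 µM in the dose-response confirmation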;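 note: death triggered by thapsigargin at about 15 µM added after 2 h compound pretreatment; cell ATP read after overnight thapsigargin exposure of roughly 18 to 22 hours; normalized against plate controls of thapsigargin alone and 5% DMSO vehicle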
# MT stabilize HCS = microtubule stabilizers in HeLa cells, primary screen, imaging, high-content imaging; HeLa tubulin immunostaining HCS, 24 h; share of cells brighter than vehicle mean+2SD; % tubulin-high responders, % at 10 µM; actives 0.83% (n = 200,000);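 active = plate Z-score above 3 for both tubulin-high and condensed-nucleus cell shares, with cell loss under 80%, at 10 µM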;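 note: anti alpha tubulin signal scored within the nucleus-defined area of each cell; some results filed as inactive read as strong as hits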
# Dynein cargo inh cytoplasmic EGFP = also measured in Dynein cargo inh; calls as there; z-score; measured here: cytoplasmic GR-EGFP intensity; active compounds read high
# Dynein cargo inh nuclear GR-EGFP = second read-out of Dynein cargo inh, no call of its own (marks repeat the call); z-score; measured here: nuclear GR-EGFP intensity;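 lower value marks the stronger effect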
# Dynein cargo inh cell count = further read-out of Dynein cargo inh, marked with its call; z-score; measured here: cell count per field
# Insulin prom up cell count = further read-out of Insulin prom up, marked with its call; cell count; measured here: cytotoxicity, nuclei count;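 total cells summed across four imaged fields per well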
# Lipid droplet cells 6.5 µM = further read-out of Lipid droplet, marked with its call; cell count; measured here: cell count, cytotoxicity flag;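 cells counted across two imaged fields per well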
# MT stabilize HCS Hoechst-high % = second read-out of MT stabilize HCS, no call of its own (marks repeat the call); % Hoechst-high responders; measured here: nuclear condensation Hoechst responders;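 share of cells brighter than vehicle mean plus two SD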
# MT stabilize HCS cytotoxicity % = further read-out of MT stabilize HCS, marked with its call; toxicity, %; measured here: cytotoxicity by cell density;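 0% = mean cell density of plate MIN control wells and 100% = no cells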
# Autophagy HCS cell loss 18 h = recorded beside Autophagy HCS, whose call it bears; toxicity, %; measured here: cell loss, nuclei count;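 cell loss after 18 h compound exposure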
# Active calls of the source: *; i = inactive; . = not tested or not shown. No enrichment for hits; about 3.5% have a hit in one of these screens.
SMILES,M17LAP inhibition,Lipid droplet,Lipid droplet cells 6.5 µM,Autophagy HCS,Autophagy HCS cell loss 18 h,Dynein cargo inh,Dynein cargo inh cytoplasmic EGFP,Dynein cargo inh nuclear GR-EGFP,Dynein cargo inh cell count,Insulin prom up,Insulin prom up cell count,Yfh1-off respiration,M1AAP inhibition,ER stress rescue,MT stabilize HCS,MT stabilize HCS Hoechst-high %,MT stabilize HCS cytotoxicity %
CCCCSc1nc2c(c(C(F)(F)F)c1C#N)CCC2,3.7%,.,.,i,-3.0,0.316,-0.26,0.159,0.56,-0.39,1050,i,5.7%,-1.2%,2.9,1.5,5.1
COc1ccc(OC)c(NC(=O)c2cc3ccccc3o2)c1,2.6%,-2.6,791,i,3.0,-1.31,-0.225,-0.862,1.54,0.16,1332,i,0.2%,-3.0%,4.5,2.5,5.0
Cc1ccccc1NC(=S)NC(C)C(c1ccccc1)N1CCN(C)CC1 (centres undefined),-7.0%,-10.8,701,i,7.9,-1.2,-0.165,-0.481,0.0775,0.19,1211,i,-3.8%,.,3.2,1.3,9.2
COc1cccc2c(Cl)c(CC=C(Cl)Cl)c(C)nc12,.,-6.8,546,i,1.2,1.1,0.138,1.39,-1.27,0.55,1530,i,.,-0.2%,2.7,2.0,10.8
O=c1[nH]c(SCc2ccc(Cl)cc2)nc2ccccc12,0.7%,-2.3,676,i,-13.4,-0.0159,-0.169,-0.193,0.152,0.26,1524,i,2.7%,1.4%,2.7,1.4,2.7
COc1ccccc1NC(=O)c1ccc(Br)o1,6.5%,-5.0,720,i,29.7,-0.182,-0.121,-0.148,0.887,0.57,1406,i,0.8%,-3.1%,2.8,2.5,5.6
Cc1cc(C)cc(N(C(=O)c2csnn2)C(C(=O)NC(C)(C)C)c2ccncc2)c1 (centres undefined),2.5%,15.4,575,i,-0.3,0.289,-0.347,-0.129,0.317,0.05,1495,i,3.1%,-2.0%,7.6,1.0,6.3
COc1ccc(N2CCN(C(=O)C(CCSC)N=C3NS(=O)(=O)c4ccccc43)CC2)cc1 (centres undefined),-16.1%,-0.6,806,i,10.0,-0.88,0.164,-0.337,0.721,.,.,i,2.3%,-1.1%,5.3,5.1,8.3
NS(=O)(=O)c1ccc(N=Nc2c(-c3ccccc3)[nH]n(-c3nc(-c4ccccc4)cs3)c2=O)cc1,-5.5%,48.9,674,i,21.0,-0.403,-0.251,-0.35,0.231,-1,1201,i,1.2%,-5.5%,4.3,1.9,15.5
CCOC(=O)Cc1ccc(NC(=O)c2cccc([N+](=O)[O-])c2)cc1,1.7%,9.0,720,i,10.2,0.519,-0.344,0.934,-0.237,0.23,1384,i,-0.6%,0.4%,5.8,3.1,3.0
COC(=O)[C@H](Cc1ccccc1)NC(=O)N1CC(C)OC(C)C1 (some centres undefined),-21.8%,.,.,i,30.6,0.797,-0.304,0.305,-0.26,0.55,1510,i,-3.3%,-1.1%,3.3,2.3,17.3
COc1ccc(N2CCN(C(=O)CNC(=O)c3cn(-c4ccccc4OC)c(=O)c4ccccc34)CC2)cc1,3.7%,-4.4,700,i,16.4,1.22,-0.225,0.781,-0.843,-0.16,1237,i,-2.4%,-0.6%,3.1,2.9,2.1
CCN(CC)C(=O)C1=C(C)NC(=S)NC1c1cn(-c2ccccc2)nc1-c1ccc(Cl)cc1 (centres undefined),-1.0%,.,.,i,3.9,-0.563,-0.238,-1.02,0.488,0.32,1613,i,6.0%,-0.3%,2.3,2.4,6.5
Cc1nc2n(COCCO)cnn2c(=O)c1Br,3.5%,19.4,707,i,-9.1,0.212,-0.334,0.056,-0.0588,-0.01,1296,i,0.1%,-1.2%,1.3,1.7,9.6
NC1=NC(c2ccccc2)=NC1(NC(=O)c1ccccc1)C(Cl)Cl (centres undefined),14.4%,7.1,614,.,.,0.818,-0.23,0.3,-0.876,0.34,1179,i,10.8%,.,.,.,.
COc1ccc(S(=O)(=O)Nc2ccc3ccccc3c2)cc1C,3.4%,2.9,805,i,-3.1,-0.522,0.0656,-0.0483,0.0256,0.78,703,i,9.7%,-0.8%,4.4,2.3,4.1
O=C(Nc1nnc(SCC(=O)N2CCOCC2)s1)c1ccccc1Cl,2.0%,31.0,698,i,3.0,.,.,.,.,0.66,1739,i,-3.8%,-5.1%,0.9,1.7,6.4
COCC(C)n1c(C)cc(C(=O)COC(=O)/C=C/c2cccc(F)c2)c1C (centres undefined),-2.6%,25.2,679,i,-17.6,-1.07,0.0769,-0.389,0.162,-0.61,1270,i,6.1%,-7.6%,3.2,2.5,11.1
CCn1c(SCCC(=O)O)nnc1-c1cccnc1,-0.4%,.,.,i,-1.4,-1.47,-0.207,-0.419,0.383,-0.48,1397,i,6.2%,-3.3%,3.1,2.2,2.2
CCOc1ccccc1NC1c2ccccc2C(=O)N1c1cccnc1 (centres undefined),2.2%,.,.,i,19.9,-0.826,-0.0535,-0.144,1.78,-0.23,886,i,9.5%,-0.6%,1.8,2.8,16.8
O=C(CCCc1nc2ccccc2s1)NCc1ccccc1,2.4%,.,.,i,7.8,0.774,-0.114,0.184,-1.11,0.1,1320,i,1.7%,0.0%,3.2,2.0,2.5
NNC(=O)CCc1nc2ccc(O)cc2[nH]1,0.3%,-37.7,661,i,22.0,0.164,-0.324,0.104,-0.329,0.4,1100,i,0.9%,0.3%,1.6,1.3,4.7
CCN(CC)CCCOc1nc(C)nc2c1oc1ccccc12,4.6%,.,.,i,74.5,0.445,-0.384,0.122,0.367,-0.46,1362,i,-5.2%,-3.2%,3.6,2.3,19.1
O=C(Cn1nnc(-c2ccccc2Cl)n1)N/N=C/c1ccc(-c2cccc(Cl)c2)o1,7.4%,-45.8,624,i,27.1,0.408,-0.22,0.393,0.296,-0.04,1578,i,4.6%,0.4%,4.7,2.4,1.7
COc1cccc(CNc2ccc(N3CCCCC3)cc2)c1OC,-2.3%,6.4,710,i,-5.3,0.0158,-0.188,-0.344,-0.967,.,.,i,-3.5%,-2.5%,2.5,1.4,3.1
CC(C)(C)S(=O)(=O)c1cnc(N2CCCCC2)nc1N,-3.4%,-0.8,761,.,.,0.00283,-0.0941,-0.262,-0.383,0.43,1459,i,0.2%,.,.,.,.
NC(=NC(=O)c1ccc(OC(F)(F)F)cc1)c1ccc(C(F)(F)F)cn1,2.1%,6.2,690,.,.,-0.3,-0.0636,-0.236,-0.176,-0.41,1375,i,-0.9%,.,.,.,.
Brc1ccc(-c2nnc(Cc3ccccc3)o2)cc1,-4.8%,1.1,719,.,.,0.958,-0.228,0.491,-0.508,-0.63,1083,i,0.7%,.,.,.,.
COc1ccc(-c2nn(-c3ccccc3)cc2/C=N/n2cnnc2)cc1OC,7.1%,16.6,650,i,-8.2,-0.35,-0.21,0.125,0.926,-0.74,1189,i,5.2%,-2.2%,2.3,2.3,0.6
O=c1cc(O)c2sc3nc4c(c(C(F)(F)F)c3c2[nH]1)CCCCC4,15.4%,-15.7,707,.,.,1.03,0.232,1.29,-0.436,0.45,991,i,3.8%,.,.,.,.
COCC(C)NC(=O)/C=C/c1ccc(OC)cc1 (centres undefined),-1.9%,-2.8,611,i,0.7,-0.177,-0.242,-0.214,0.802,-0.76,1534,i,7.0%,1.0%,1.2,2.3,12.8
CCc1ccc(NC(=O)COc2ccc(F)cc2C(=O)c2cnn(-c3ccccc3)c2)cc1,-4.8%,-4.2,660,i,11.6,-0.824,-0.217,-0.703,0.183,-1.15,1352,i,7.3%,3.9%,20.2*,23.4*,39.1*
CC1CC(CN)CC(CO)C1 (centres undefined),.,13.9,677,i,-5.2,-0.461,-0.192,0.194,0.323,-0.13,1483,i,.,-2.3%,2.4,2.5,8.2
Cc1onc(-c2ccccc2Cl)c1C(=O)N1CCN(Cc2ccc3c(c2)OCO3)CC1,3.9%,2.0,712,i,-6.1,-1.11,-0.131,-0.754,0.139,.,.,i,-0.6%,-1.6%,1.3,1.6,6.0
ClC(Cl)(c1nnnn1-c1ccccc1)c1nnnn1-c1ccccc1,-4.3%,-3.7,684,i,-0.8,-3.03,1.56,-1.92,0.523,-0.06,1267,i,0.5%,1.0%,2.5,4.0,4.9
Cc1ccc(NC(=O)C2Cc3ccccc3CN2C(=O)c2ccccc2)cc1Cl (centres undefined),3.9%,9.5,554,i,7.7,0.288,-0.259,0.299,0.584,0.16,1076,i,10.6%,-1.3%,4.1,3.2,14.7
